# High-throughput results: PubChem, several laboratories
# HTR5A ag – activates human HTR5A in OPRM1-OPRD1 agonist counter-screen; activation, % at 9.3 µM; actives 0.61% (n = 340,000); P47898; HTR5A agonist assay, luminescence, cell-based; in the data active = activation mostly above about 9.5%, no sharp cut-off; inactive = mostly below about 7.6%;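 also: 0% = cells with vehicle only and 100% = reference agonist; strong numbers were not always called active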
# HTR5A inv ag – HTR5A inverse agonism, opioid heterodimer counter-screen; inhibition, % at 9.3 µM; P47898; AID 504634; HTR5A cell line, luminescence; actives 0.083% (n = 340,000); in the data active = inhibition mostly above about 23%, no sharp cut-off; inactive = mostly below about 18%;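 also: 0% = cells with DMSO and 100% = no-cell wells with DMSO; some compounds called inactive have numbers as strong as hits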
# CDK5 p35 inh – inhibitors of human CDK5/p35 kinase | Q00535+Q15078 | Recombinant CDK5/p35, ADP-Glo luminescence, 60 min | inhibition, % at 10 µM | actives 0.01% (n = 330,000) | AID 488839;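 active = highest replicate inhibition of at least 50% and at least 75% of replicates reaching 50%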;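 also: plate controls were DMSO neutral control for no effect and GW8510 at 10 µM for full effect; many of its hits are not listed in these tables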
# Target sequence (Q00535 whole entry, looked up): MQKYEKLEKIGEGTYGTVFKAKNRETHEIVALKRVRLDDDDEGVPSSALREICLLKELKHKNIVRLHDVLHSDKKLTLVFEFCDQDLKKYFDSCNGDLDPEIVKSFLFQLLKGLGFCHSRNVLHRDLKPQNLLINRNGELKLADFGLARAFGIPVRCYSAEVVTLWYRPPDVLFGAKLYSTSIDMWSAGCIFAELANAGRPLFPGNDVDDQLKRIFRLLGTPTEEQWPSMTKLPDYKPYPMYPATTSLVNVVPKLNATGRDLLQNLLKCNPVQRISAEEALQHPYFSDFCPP
# Target sequence (Q15078 whole entry, looked up): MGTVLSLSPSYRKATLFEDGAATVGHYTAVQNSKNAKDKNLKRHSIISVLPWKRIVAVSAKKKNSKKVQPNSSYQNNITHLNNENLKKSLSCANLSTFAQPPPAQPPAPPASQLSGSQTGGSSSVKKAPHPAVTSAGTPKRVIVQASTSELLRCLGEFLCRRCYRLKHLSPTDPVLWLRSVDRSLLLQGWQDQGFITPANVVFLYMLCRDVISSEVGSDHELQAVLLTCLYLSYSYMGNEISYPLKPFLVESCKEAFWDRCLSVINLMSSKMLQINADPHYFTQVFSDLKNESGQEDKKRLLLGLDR
# E coli growth – bacterial growth inhibition, counter-screen for AddAB inhibitors; inhibition, % at 11.9 µM; E. coli V3065 growth, OD600 absorbance, 18 h; actives 0.27% (n = 330,000);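 active = inhibition above the campaign's mean inhibition across all tested compounds plus 3 SD, cut at about 9.9% in these data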;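 also: uninfected addAB+ strain grown without phage in ampicillin broth; 0% = DMSO wells and 100% = ciprofloxacin 0.95 µg/ml wells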
# phage Ecoli inh – E. coli growth loss with phage present | actives 0.26% (n = 360,000) | growth absorbance | AID 651602 | inhibition, % at 11.9 µM; in the data active = inhibition above about 11%
# DAGLB inh – blocks human DAGLB lipase activity; HEK293T DAGLB membrane lysate, EnzChek fluorogenic substrate; inhibition, % at 5.17 µM; actives 0.059% (n = 340,000); in the data active = inhibition above about 34%;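 also: 0% = enzyme with vehicle and 100% = wells lacking enzyme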
# AddAB inh – less growth of phage-infected E. coli with AddAB; E. coli expressing H. pylori AddAB, absorbance growth; actives 0.29% (n = 330,000); inhibition, % at 11.9 µM; in the data active = inhibition above about 12%;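 also: 0% = vehicle wells of infected cells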
# Tat transport – blocks Tat-dependent protein export in E. coli; inhibition, % at 10 µM; actives 0.036% (n = 340,000); E. coli MC4100 TorA-mCherry Tat export, fluorescence; AID 488895;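 active = mean replicate inhibition at least 50% and at least half of replicates individually reaching 50%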;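 also: exported cargo escapes ClpAP degradation while cytoplasmic cargo is degraded and loses fluorescence; 0% = median of neutral control wells and 100% = median of NaSCN control wells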
# SUMO Mot1 rescue – SUMOylation pathway inhibition by Mot1-301 growth rescue; S. cerevisiae Mot1-301 growth rescue, ATP luminescence, 38.5C; percent above DMSO median, 100 means doubled; growth rescue, % at 18.8 µM; actives 1% (n = 320,000); AID 2716;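 active = every valid replicate shows activation above 250% relative to neutral control wells; inactive = the rest, any valid replicate at or below 250%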;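 also: OY570 slx delta 5 strain wells were the positive control but not used for scaling; some compounds called inactive have numbers as strong as hits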
# PKA-R1A activ – activators of PKA-R1A complex; activation, % at 11.4 µM; AID 504707; PKA-R1A dissociation, Cy5-IP20 fluorescence polarization; scaled: DMSO 0%, 113 µM cGMP 100%; actives 0.083% (n = 340,000); P00514+P68181;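 active = percent activation above the mean of all tested compounds plus 3 SD, cut at about 19% in these data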;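 also: higher means more PKAc released from R1A so a rise in polarization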
# PKA-R2B activ – PKA-R2B complex activation; PKA-R2B holoenzyme dissociation, Cy5-IP20 fluorescence polarization; R2B truncated from residue 108, S112A mutant; 0% DMSO only, 100% 113 µM cGMP; activation, % at 11.4 µM; actives 0.079% (n = 340,000); AID 504700;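 active = activation above a cutoff set at the mean over all compounds plus 3 SD, cut at about 18% in these data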;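 also: higher means more holoenzyme dissociation and a rise in polarization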
# Target sequence (P31323 whole entry, looked up, other chains not shown, the tested form may be a part): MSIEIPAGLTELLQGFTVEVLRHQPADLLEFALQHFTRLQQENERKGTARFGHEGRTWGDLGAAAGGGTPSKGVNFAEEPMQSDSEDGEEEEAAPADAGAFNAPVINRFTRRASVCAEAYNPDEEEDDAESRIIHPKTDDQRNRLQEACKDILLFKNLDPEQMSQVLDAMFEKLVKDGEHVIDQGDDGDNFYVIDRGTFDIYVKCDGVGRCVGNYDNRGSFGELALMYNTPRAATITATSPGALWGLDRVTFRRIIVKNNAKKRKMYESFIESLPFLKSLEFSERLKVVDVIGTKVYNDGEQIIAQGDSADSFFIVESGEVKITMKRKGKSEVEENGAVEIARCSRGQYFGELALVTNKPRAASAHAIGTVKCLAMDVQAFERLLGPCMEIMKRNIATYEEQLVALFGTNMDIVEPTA
# An asterisk follows results filed as active; / = not tested or not shown.
SMILES,HTR5A ag,HTR5A inv ag,CDK5 p35 inh,E coli growth,phage Ecoli inh,DAGLB inh,AddAB inh,Tat transport,SUMO Mot1 rescue,PKA-R1A activ,PKA-R2B activ
COc1cccc2c1cc1c(=O)n(CC(=O)NCCCN3CCN(C)CC3)nc(C)n12,-2,-10,-1.1,0.1,2.2,0,0.9,-5,-10,8,6
Cc1cc(C)cc(NC(=O)C(OC(=O)c2sccc2C)c2ccccc2)c1 (stereo not given),-3,-10,3.1,1.6,4.3,-16,2.9,9,12,-5,0
Cc1ccc2cc3c(N)c(C(=O)N4CCOCC4)sc3nc2c1,5,-15,1.0,-0.7,3.6,-2,3.0,2,/,19*,3
Cn1cccc1CNC1CCCC1,-6,-28,-0.9,-1.7,1.4,-2,3.1,-3,37,6,-3
c1cncc(-c2nc(NCCCN3CCOCC3)c3c4c(sc3n2)CCC4)c1,0,-1,-1.1,-3.1,-2.4,1,-0.2,-4,6,1,11
N=C1/C(=C/c2ccco2)C(=O)N=C2SC(CC(=O)N3CCCC3)=NN12,-3,2,-6.6,2.0,0.6,0,1.0,-2,-8,3,-1
O=C(O)CCC(=O)Nc1ccccc1C(=O)NCCc1ccccc1,12*,20,1.6,-0.3,1.6,2,2.1,-8,52,-2,-3
O=C(NCCNCc1ccc(F)cc1)c1ccco1,1,-30,-0.5,-2.9,3.2,0,-1.6,-2,-19,-4,5
Cc1nn(C)c(C)c1CN(C(=O)C1CCC(=O)N(C2CCCCCC2)C1)C(C)C (stereo not given),4,21,-0.2,-0.2,0.9,-1,-0.1,1,12,-3,5
CC(=O)NCCn1c(SCc2cccc([N+](=O)[O-])c2)nc2ccccc2c1=O,-1,6,0.3,0.9,-0.8,3,-0.2,-1,108,-6,3
CCCCNC(=O)COc1ccccc1C(=O)c1cc(C#N)c(=O)n(CCOC)c1,1,0,-2.3,-0.3,2.7,0,1.4,-1,8,-3,0
O=C(Cn1nc(C(F)(F)F)c2c1CCC2)NCc1ccc(Cl)cc1,-4,3,-1.5,0.5,3.0,-2,-0.9,-11,8,2,-9
CC(C)n1c(C(F)(F)F)nc2cc(C(=O)N3CCC(O)CC3)ccc21,1,-3,1.2,-0.8,2.9,1,4.0,4,-2,1,5
CCCn1c(C(O)c2ccc(OC)c(OC)c2)nc2ccccc21 (stereo not given),-1,5,-0.6,2.0,-0.8,2,-0.2,-9,14,-11,0
CC(=O)c1cc(C)ccc1OC(=O)c1cccnc1,2,1,0.5,1.8,0.2,-3,1.4,-6,387,3,-5

# One compound at a time, from the list above. Values in the order: HTR5A ag | HTR5A inv ag | CDK5 p35 inh | E coli growth | phage Ecoli inh | DAGLB inh | AddAB inh | Tat transport | SUMO Mot1 rescue | PKA-R1A activ | PKA-R2B activ
# CCCn1c(C(O)c2ccc(OC)c(OC)c2)nc2ccccc21 (stereo not given) is listed with -1 | 5 | -0.6 | 2.0 | -0.8 | 2 | -0.2 | -9 | 14 | -11 | 0
# N=C1/C(=C/c2ccco2)C(=O)N=C2SC(CC(=O)N3CCCC3)=NN12 is listed with -3 | 2 | -6.6 | 2.0 | 0.6 | 0 | 1.0 | -2 | -8 | 3 | -1

# Next section.
SMILES,HTR5A ag,HTR5A inv ag,CDK5 p35 inh,E coli growth,phage Ecoli inh,DAGLB inh,AddAB inh,Tat transport,SUMO Mot1 rescue,PKA-R1A activ,PKA-R2B activ
COC(=O)/C(C#N)=C/c1occc1C,0,-22,0.5,2.7,2.1,-2,1.0,-5,-3,5,-8
COCCn1c(=S)[nH]c2cc(C(=O)N3CCN(Cc4ccc5c(c4)OCO5)CC3)ccc2c1=O,4,19,1.7,4.6,2.6,1,4.6,18,-4,-13,-1
CCOC(=O)N1CCc2c(sc3c2c(=O)n(Cc2ccccc2)c(=O)n3Cc2cccc(C)c2)C1,2,-5,1.5,-0.6,1.4,-7,0.1,-4,-7,2,0
CCc1ccccc1NC(=O)c1cc(-c2cccs2)on1,2,-5,-1.0,2.8,0.9,-12,2.5,3,-6,3,4
COC(=O)CSc1snnc1-c1ccc(F)cc1,2,-9,3.2,1.8,1.5,-1,2.6,1,2,-8,4
Cc1ccc(Nc2nc(N/N=C\c3ccc4c(c3)OCO4)nc(N3CCOCC3)n2)cc1,7,7,0.0,-1.9,3.2,1,1.2,-3,-14,-9,-8
Cc1ccc(S(=O)(=O)N2CCOCC2)cc1NC(=O)c1cc(-c2ccccn2)nc2ccccc12,-1,3,-0.4,-3.6,-0.5,-1,-2.3,-2,-5,9,5
Cc1noc(NS(=O)(=O)c2ccc(NC(=O)c3ccc(N(C)C)cc3)cc2)c1C,3,-9,0.4,1.1,3.2,6,-0.9,-6,-11,-12,0
COc1cc(C(=O)NCC(=O)NCCCSc2ccccc2)cc(OC)c1OC,1,-3,-0.5,-1.4,0.8,1,-2.8,-6,-16,-12,7
CCN1C(=O)[C@@H]2Cc3c([nH]c4ccccc34)C(c3ccc(OC)cc3)N2C1=S (stereo not given in full),7,-28,0.9,0.6,/,-10,0.2,-7,-1,1,-10
COc1ccc(NC(=O)C23CC4CC(C2)CC(n2cnc(Br)n2)(C4)C3)cc1Cl,2,2,-1.2,-0.3,3.4,-3,-0.3,1,33,-2,-7
C=CCn1c(=O)[nH]c2cc(C(=O)N3CCN(c4ccc(C(C)=O)cc4)CC3)ccc2c1=O,-4,12,0.8,0.1,4.4,1,1.6,2,8,10,2
Cc1csc(CNc2ncnc3ccc(-c4ccoc4)cc23)c1,9,-26,8.2,1.1,1.4,-1,2.3,-5,1,-7,-3
COc1cc(/C=N/Nc2ccc(F)cc2F)cc(OC)c1O,-4,13,-0.2,1.4,2.9,1,6.6,0,220,-8,6
Nc1nc(-c2ccc(Cl)cc2)nn1C(=O)c1ccco1,5,-13,0.6,-1.8,3.2,0,-1.2,6,-7,4,-9
O=C(NCc1ccncc1)/C(=C\c1ccc(F)cc1)NC(=O)c1ccccc1,2,3,-0.5,-0.4,2.7,0,-2.0,-7,18,5,5
CC(OC(=O)C1CCCC1)C(=O)Nc1ccc(C(N)=O)cc1 (stereo not given),7,-17,0.8,0.1,2.8,-3,1.5,-4,-19,4,-8
COc1ccc(CNS(=O)(=O)c2ccc(-c3cnc(C4CC4)o3)cc2)cc1,-2,-9,-1.5,-0.7,2.9,-8,4.9,3,12,6,-3
O=C(NNc1nc2c(F)cc(F)cc2s1)c1ccccc1,5,-48,0.4,-3.8,0.8,2,-3.5,0,9,5,-2
Cc1cc(S(=O)(=O)c2cc3ccc(O)c(C)c3oc2=O)ccc1F,1,-3,0.0,1.8,0.2,0,0.1,-9,2,-6,-2
C/C(N)=C(/C#N)C(=O)CSc1nncn1-c1ccccc1,-1,9,-0.3,1.4,2.0,-1,-0.1,-4,12,-3,1
CCc1cc(Cn2nc(-c3ccccc3)cc2C(=O)NCCOC)on1,0,-19,-0.1,-1.3,3.1,1,3.1,-8,3,-7,-6
CCN(C(=O)CN1C(=O)/C(=C/c2ccccc2)SC1=S)C1CCS(=O)(=O)C1 (stereo not given),-2,0,1.0,0.1,3.0,0,3.6,5,-1,-1,12
COCCN(C(=O)COC(=O)CNC(=O)c1cccs1)c1c(N)n(Cc2ccccc2)c(=O)[nH]c1=O,6,19,-0.9,-2.4,1.5,1,-2.7,2,-1,-16,-16
CC1(C)C(=O)Nc2ccccc2N1C(=O)COc1ccc(C#N)cc1,6,-15,-1.0,-4.2,7.1,2,-2.2,-9,13,3,6
O=C(CSc1oc(-c2ccco2)nc1S(=O)(=O)c1ccc(F)cc1)NCC1CCCO1 (stereo not given),-2,-30,1.0,0.1,-0.9,1,1.3,-2,-14,17,3
O=C(NC1CCN(C(=O)Nc2ccccc2Cl)CC1)c1ccco1,1,-2,-4.5,-1.8,1.3,0,4.4,6,13,-4,1
O=C(Cc1ccc(-n2cccc2)cc1)NC1CCCCCC1,-4,12,1.2,-2.5,1.7,0,-3.8,-2,32,2,-2
CCCC[C@@H]1CCCO[C@@](C(=O)NCc2ccccn2)(C(F)(F)F)C1,14,-42,0.7,-0.4,3.8,-4,2.9,4,18,-9,-1
COc1ccc(-c2cnc(SCC(=O)Nc3ccc4c(c3)OCO4)n2Cc2ccco2)cc1,-2,6,-1.5,/,0.8,-1,/,2,/,2,1
COc1ccc(N=c2cc(-c3ccc(O)cc3)oc3ccccc23)cc1,-8,10,-1.6,3.1,4.3,3,-0.2,-4,-18,-4,3
CCC(C)c1ccccc1N1CC(C(=O)NCCCn2nc(C)cc2C)CC1=O (stereo not given),-4,9,0.9,-4.7,-0.4,0,0.6,3,-3,-1,-11
CC(c1ccccc1)N1C(=O)CC(Sc2ncccc2C(=O)O)C1=O (stereo not given),-6,-24,-1.6,2.3,-2.8,3,1.8,2,-25,-4,1
CCCCNC(=O)c1cc2ccccc2s1,1,15,-1.0,0.8,4.7,-1,2.6,-3,16,4,-4
CCOc1ccc(NC(=O)c2cc3c(=O)n(C)c4ccccc4c3n2C)cc1,2,-5,-1.2,0.9,2.3,-1,2.4,0,-3,11,5
O=C1C(=O)N(CCCn2ccnc2)C(c2cccc(Br)c2)/C1=C(\O)c1ccc2c(c1)OCCO2 (stereo not given),-2,2,-0.4,0.8,0.2,1,-1.3,-11,-49,-6,-5
O=C(CCN1CCN(c2ccccc2F)CC1)Nc1ccc2c(c1)OCO2,-1,6,-0.7,0.7,1.2,-2,2.6,-6,10,-3,-6
COc1cccc(-c2nc(CS(=O)(=O)CC(=O)Nc3ccc(C(C)=O)cc3)c(C)o2)c1,2,-19,-0.5,-2.4,1.1,0,1.5,3,20,-10,6
COc1ccccc1NC(=O)Nc1cc(F)ccc1F,1,-2,-1.9,2.8,3.6,-2,5.8,6,120,-2,-6
O=C(COC(=O)c1ccc(NS(=O)(=O)c2cccs2)cc1)NCC1CCCO1 (stereo not given),0,1,-5.5,-0.9,2.6,3,0.7,13,8,4,-5
O=C(CSCc1ccccc1)Nc1ccccc1,2,-8,0.1,0.7,1.2,-2,1.9,3,-1,4,2
O=C(O)/C(CC(=O)c1ccc(Cl)cc1)=N/Nc1ccc([N+](=O)[O-])cc1[N+](=O)[O-],6,-22,-0.2,3.2,-0.8,26,0.1,0,156,3,-1
c1cncc(-c2nc(NCc3cccs3)c3ccccc3n2)c1,3,-8,0.6,0.8,-0.9,2,1.2,1,-26,-2,2
Cc1ccc2nc(C)cc(Nc3ccc([N+](=O)[O-])cc3)c2c1,/,/,0.3,-0.6,4.3,/,1.1,3,-5,/,/
Cn1c(=O)oc2cc(S(=O)(=O)N3CCCC(C(=O)NCCN4CCOCC4)C3)ccc21 (stereo not given),8,-24,2.6,-1.2,3.0,0,1.6,-2,-16,-11,-2
CC(=O)c1ccc(COC(=O)Cc2ccc([N+](=O)[O-])cc2)cc1,-1,4,2.2,2.4,1.8,-2,5.2,-5,-13,-8,3
CC(=O)N1CCN=C1SCc1cccc(C(F)(F)F)c1,0,8,-3.3,-0.8,3.6,-6,-0.3,4,/,-12,1
CC(=O)COc1ncnc2c(Cl)cc(Cl)cc12,1,7,0.9,-0.3,3.4,1,2.0,-2,-22,4,0
O/N=C1/CCSc2ccccc21,-6,16,-1.3,0.3,2.5,-3,1.9,-2,-9,-9,-10
